TDP-43 yeast inh: qHTS of TDP-43 Inhibitors; TDP-43 expressing yeast growth rescue, BacTiter-Glo, 24 h; Potency, µM (top dose mostly 46.1 µM), inactives show at the highest dose growth rescue (activation), actives largely listed as activators; 1.8% of 410,000 active; AID 652104, 2013; further: potency means the concentration at half of the fitted maximal effect; % of control where 0% means no effect; nearly all actives have a fitted effect of over 50% in size
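Galactose-induced TDP-43 yeast, OD600=0.02, compound pinned; 24 hr, 30 deg C; BacTiter-Glo luminescence for growth. Inhibitors of TDP-43 toxicity read as activators.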
DRD3 antagonist: qHTS of D3 Dopamine Receptor Antagonist: qHTS. D(3) dopamine receptor (Homo sapiens), P35462. D3R cells, DiscoveRx beta-arrestin luminescence, antagonist mode; active compounds read low. AID 652054, 2013. 2.5% of 360,000 active. max response, negative = inhibition, %; in the data active means max response below about -50%; inconclusive means no clear call, values can overlap the other calls; further: on the % scale 0 is the no-effect control and ±100 the full control effect; mostly tested at two doses, the higher about 12 µM
Target sequence (P35462 whole entry, looked up): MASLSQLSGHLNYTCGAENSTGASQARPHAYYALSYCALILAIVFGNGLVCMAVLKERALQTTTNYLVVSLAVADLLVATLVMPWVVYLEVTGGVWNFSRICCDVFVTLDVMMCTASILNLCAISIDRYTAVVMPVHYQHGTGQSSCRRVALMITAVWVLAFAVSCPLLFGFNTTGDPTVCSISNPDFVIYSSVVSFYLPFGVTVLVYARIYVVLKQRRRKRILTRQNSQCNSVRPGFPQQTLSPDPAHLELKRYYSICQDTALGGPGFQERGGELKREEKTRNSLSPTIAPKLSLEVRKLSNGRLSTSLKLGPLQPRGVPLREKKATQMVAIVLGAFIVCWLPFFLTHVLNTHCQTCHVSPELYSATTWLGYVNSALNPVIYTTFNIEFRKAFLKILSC
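Cells expressing the human receptor were seeded at 1500 cells/well, incubated overnight at 37 degrees C in 5% CO2, then exposed to library compounds with dopamine controls for 90 minutes at 37 degrees C before luminescent detection.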
PTHR1 agonist: qHTS for PTHR1 Agonists: Primary Screen | Parathyroid hormone/parathyroid hormone-related peptide receptor (Homo sapiens), Q03431 | 0.075% of 410,000 active | HEK293 GP2 PTHR1 cells, GloSensor cAMP luminescence, 1 h | Potency, µM (titrated, usually from 115 µM), for the others: at the top dose activation, hits mostly activators; further: potency means the concentration at half of the fitted maximal effect; nearly all actives have a fitted effect of over 55% in size; some results filed as inactive show a strong effect at the top dose; inactives centre near -15; many of its hits are not listed in these tables
Target sequence (Q03431 whole entry, looked up): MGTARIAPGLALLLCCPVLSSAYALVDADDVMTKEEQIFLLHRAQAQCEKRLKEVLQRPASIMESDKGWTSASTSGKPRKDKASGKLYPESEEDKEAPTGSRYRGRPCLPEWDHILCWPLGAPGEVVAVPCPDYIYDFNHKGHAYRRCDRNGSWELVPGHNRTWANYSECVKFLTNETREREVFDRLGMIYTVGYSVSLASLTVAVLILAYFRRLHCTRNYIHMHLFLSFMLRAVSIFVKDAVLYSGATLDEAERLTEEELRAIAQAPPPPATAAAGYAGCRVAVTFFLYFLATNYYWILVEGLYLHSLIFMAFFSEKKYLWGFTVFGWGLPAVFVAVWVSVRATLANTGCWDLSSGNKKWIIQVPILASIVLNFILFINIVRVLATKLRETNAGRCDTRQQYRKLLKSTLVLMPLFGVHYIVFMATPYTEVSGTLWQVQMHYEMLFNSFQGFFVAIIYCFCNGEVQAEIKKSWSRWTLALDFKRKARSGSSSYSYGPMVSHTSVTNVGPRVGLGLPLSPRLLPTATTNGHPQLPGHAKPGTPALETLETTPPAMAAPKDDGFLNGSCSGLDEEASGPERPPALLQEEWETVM
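HEK-293-derived GP2 cells expressing PTHR1 and a GloSensor cAMP reporter, 3,000/well, plated overnight, given luciferin plus IBMX (each 0.5 mM as added) for 1 h at 37 °C, then compound for 1 h at 37 °C. Luminescence was read after 15 min at room temperature.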
aSyn yeast inh: qHTS of alpha-syn Inhibitors; Yeast expressing alpha-synuclein, growth rescue, BacTiter-Glo, 24 h; Potency, µM (series often up to 46.1 µM), for the others: top-dose growth rescue (activation), most hits filed as activators; AID 652106, 2013; 0.14% of 370,000 active; further: potency means the concentration at half of the fitted maximal effect; % of control where 0% means no effect; nearly all actives have a fitted effect of over 65% in size
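Rescue of yeast growth: cells expressing toxic alpha-synuclein, induced in galactose at OD600 0.02, incubated with compound 24 h at 30 C. ATP luminescence quantified growth; inhibitors of toxicity appear as activators.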
KB-V1 cytotox: qHTS assay for MDR1-selective chemotherapeutics: Primary screen using the drug-selected MDR subline cells KB-V1; AID 1347076, 2019; Potency, µM (series often up to 46.1 µM), for the others: at the top dose activity change, negative = cytotoxicity, usual class: cytotoxic; 3.4% of 400,000 active; KB-V1 MDR cells viability, CellTiter-Glo, 72 h; further: potency means the concentration at half of the fitted maximal effect; on the % scale 0 is the no-effect control and ±100 the full control effect; nearly all actives have a fitted effect of over 60% in size
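Potencies derive from concentration-effect curves fitted to normalized luminescence (CellTiter-Glo) of KB-V1 cells treated for 72 h at 37 degrees C in phenol-red-free DMEM containing 10% FBS.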
GLP1R ag: qHTS of GLP-1 Receptor Agonists. HEK293 GLP-1R CRE-luciferase, luminescence, 4-6 h; cells express a hypersensitive GLP-1R form. 0.007% of 380,000 active. AID 624172, 2012. Glucagon-like peptide 1 receptor (Homo sapiens), P43220. Potency, µM (doses to about 45.6 µM), for the others: top-dose activation, most hits filed as activators; further: potency means the concentration at half of the fitted maximal effect; % of control where 0% means no effect
GLP-1R inv ag: qHTS of GLP-1 Receptor Inverse Agonists (Inhibition Mode); Glucagon-like peptide 1 receptor (Homo sapiens), P43220; HEK293 GLP-1R CRE-luciferase, luminescence, 24 h; GLP-1R form is constitutively active; Potency, µM (top dose mostly 38.3 µM), for the others: at the highest dose activity change, negative = inhibition, hits mostly inhibitors; 1.6% of 410,000 active; further: potency means the concentration at half of the fitted maximal effect; on the % scale 0 is the no-effect control and ±100 the full control effect; nearly all actives have a fitted effect of over 55% in size
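Cells are plated, allowed 12 hours at 37 deg C, then treated with compounds for 24 hr before luciferase detection reagent is added and luminescence is read after 12 min at room temperature. The HEK293 line carries constitutively active GLP-1R with a cAMP-responsive reporter.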
GLP1R cytotox: qHTS of GLP-1 Receptor Inverse Agonists: Cytotox Screen | HEK293 cAMP-luciferase reporter cells, luminescence, 24 h | Potency, µM (series often up to 38.3 µM), for the others: at the top dose activity change, negative = inhibition, most hits filed as inhibitors | 0.13% of 410,000 active | AID 624418, 2012;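 further: loss of luciferase light is scored as toxicity; potency means the concentration at half of the fitted maximal effect; on the % scale 0 is the no-effect control and ±100 the full control effect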
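Compound-treated cells are incubated 24 hr at 37 deg C under 5% CO2 after a 12 hour attachment period, then luciferase detection reagent is added and luminescence is measured following 12 min at room temperature; lowered signal indicates toxicity.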
DRD3 agonist: qHTS of D3 Dopamine Receptor Agonist: qHTS; D3R DiscoveRx beta-arrestin cells, luminescence, 90 min; 0.58% of 410,000 active; max activation, %; in the data active means max activation above about 30%; further: 0% is about no effect; mostly tested at two doses, the higher about 12 µM
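Agonist mode: compounds and dopamine controls were applied to plated cells for 90 min at 37 degrees C after an overnight attachment at 1500 cells/well. Luminescent read-out followed 30 - 60 minutes at room temperature with DiscoveRx detection reagent.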
Starred values were filed as active, the others as inactive; i = inactive; ? = inconclusive; nt = not tested or not shown; [ ] = another dose, or the depositor's remark. Unless noted, the call rests on the fitted dose curve; in most records, active means well fitted curve in the direction sought with a large enough effect; inconclusive means small, poorly fitted or top-dose-only effect, or another doubt; inactive means no such curve, though single readings can be large; an effect the other way counts as inactive or inconclusive. These rows are one share of the data, so the mix of outcomes need not match the whole.

SMILES	TDP-43 yeast inh	DRD3 antagonist	PTHR1 agonist	aSyn yeast inh	KB-V1 cytotox	GLP1R ag	GLP-1R inv ag	GLP1R cytotox	DRD3 agonist
Cn1cc(C(=O)N/N=C/C(Br)=C\c2ccccc2)ccc1=O	2.3%	-13.4	-8.1%[57.5 µM]	-1.5%	0.0%	-3.5%	105.8%[activator]	?	-4.0
O=c1c2ccccc2c(-c2ccc(F)cc2)nn1-c1ccc(C(F)(F)F)cc1	-20.5%	-14.9	-32.6%[inhibitor][57.5 µM]	0.9%	-14.3%	0.2%	?	67.4%[activator]	-0.2
CCCc1c(C(=O)N/N=C(\C)CCc2ccccc2)nnn1-c1nonc1N	-1.3%	-3.6	18.3%	-2.5%	0.0%	-0.3%	40.2%[activator]	-0.9%	-6.0
COc1ccc(-c2cc(C(=O)OCC(=O)N(C)C)c3ccccc3n2)cc1	5.1%	-19.9	?	-11.4%	-14.0%	6.9%	-3.3%	-1.3%	-3.2
Cc1nn2c(CN(C(=O)COc3ccccc3)c3ccccc3)nnc2c2ccccc12	7.4%	-15.2	i	-2.9%	4.61µM*	0.8%	4.5%	13.7%	-8.8
COc1ccc(C(=O)/C=C/c2ccccc2C(F)(F)F)cc1	21.1%	?	-16.1%[57.5 µM]	0.7%	11.6%	1.7%	-2.5%	-2.3%	-6.3
C=CCN=C(C)C1=C(O)C(C)OC1=O (stereo not drawn)	4.3%	10.4	i	2.2%	11.3%	-2.2%	4.6%	-10.0%	2.6
CC(C)(C)NC(=O)NC(=O)COC(=O)c1c(F)cccc1Cl	13.9%	-1.3	-13.5%	9.4%	?	10.5%	-25.4%	-9.2%	1.2
S=C1NC2(CCCCC2)Nc2ccccc21	0.0%	-9.3	i	1.8%	11.3%	-5.8%	?	-19.0%	-0.2
CCOC(=O)C1=C(C)n2c(s/c(=C/c3cccc([N+](=O)[O-])c3)c2=O)=NC1c1ccc(O)c(OC)c1 (stereo not drawn)	-18.7%	-27.3	-19.2%[57.5 µM]	6.7%	18.4µM*	8.6%	0.0%	2.4%	-55.7
C=CCNC(=O)c1cc(Cl)ccc1[N+](=O)[O-]	2.0%	-6.2	i	-1.1%	5.1%	-5.2%	11.5%	15.2%	-2.9
CCOc1ccc(S(=O)(=O)N2CCOCC2)cc1NC(=O)CCN1C(=O)NC2(CCCC2)C1=O	9.9%	-10.7	-6.7%	-0.2%	21.4%	-1.3%	-15.1%	-7.3%	5.4
COc1ccc(N(CC(=O)N2CCOCC2)S(C)(=O)=O)cc1OC	-11.3%	2.5	i	-4.5%	?	-0.5%	12.3%	-8.5%	3.4
COc1ccccc1NC(=O)c1cc2c(=O)n(C)c3ccccc3c2n1C	-6.0%	-14.0	-5.4%	0.8%	?	7.5%	9.0%	7.6%	-3.0
COc1ccc(C(=O)Nc2ccccc2C(=O)NCCN2CCOCC2)cc1	-7.3%	1.6	-4.7%[57.5 µM]	0.4%	-6.8%	-1.8%	0.1%	?	-16.2
CSCCC(C(=O)NC1CCCC1)n1c(C2CCCC2)nc2ccccc21 (stereo not drawn)	29.7%	2.3	i	5.5%	?	nt	-9.0%	-6.0%	-3.8
C#CCN1C=CC(=O)[C@@H](OC(=O)Nc2ccc(OC)cc2)[C@H]1c1ccccc1Br	0.9%	0.0	-22.5%	-5.4%	-9.0%	-1.6%	0.3%	0.7%	-18.9
COc1ccc(NC(=O)c2cc3n(n2)C(C(F)(F)F)CC(c2ccco2)N3)cc1 (stereo not drawn)	?	4.3	-16.3%[57.5 µM]	-8.5%	2.0%	-13.0%	-43.9%	-19.7%	6.2
Cc1cc(C)c(C#N)c(Nc2ccccc2C)n1	?	10.9	-21.5%	-0.5%	0.0%	9.3%	16.8%	-4.9%	3.0
Cc1cc(=O)n2[nH]c(C(=O)O)nc2n1	-1.2%	-1.3	i	3.2%	0.0%	0.2%	8.7%	52.3%[activator]	-10.1
Clc1ccc(-c2nc3c4ccccc4ccn3c2Cc2ccsc2)cc1	12.9%	-13.5	i	1.1%	?	-0.9%	-16.9%	16.6%	-13.8
C#CCOC(=O)Nc1ccc(OCC(F)(F)F)nc1	?	2.5	i	-1.9%	6.7%	8.4%	4.8%	3.0%	4.0
COC(=O)[C@@]12CCCN1[C@H](c1ccc(-c3ccccc3)cc1)[C@@H]1C(=O)N(C)C(=O)[C@@H]12	?	?	i	4.7%	-8.5%	-4.4%	?	10.3%	-10.3
CCOC(=O)C1=C(C)NC(C)=C(C(=O)OCC)C1C(=O)OCC(=O)NC(C)c1ccccc1 (stereo not drawn)	-16.4%	11.5	-19.4%	2.9%	?	-1.1%	?	14.7%	-1.9
COc1ccccc1-c1c(C(F)(F)F)oc2cc(OS(C)(=O)=O)ccc2c1=O	20.3%	70.8	-36.6%[inhibitor]	15.4%	20.6µM*	-1.6%	0.0%	0.2%	3.0

New compounds follow:
SMILES	TDP-43 yeast inh	DRD3 antagonist	PTHR1 agonist	aSyn yeast inh	KB-V1 cytotox	GLP1R ag	GLP-1R inv ag	GLP1R cytotox	DRD3 agonist
C=CCSc1nnc(CNS(=O)(=O)c2ccc(C)cc2)n1C	-14.9%	-10.5	i	0.8%	0.0%	-1.8%	-15.0%	-12.7%	-4.3
CC1=NN(C(=O)c2ccco2)C(O)(c2ccccc2)C1 (stereo not drawn)	-8.4%[1.82 µM]	-3.2	i	-0.4%	4.7%	15.3%	-3.6%	-23.5%	7.7
Nc1ncnc2c1ncn2[C@@H]1O[C@H](C(=O)NS(=O)(=O)c2ccccc2[N+](=O)[O-])[C@@H](O)[C@H]1O	12.8%	10.1	-4.4%	0.7%	13.6%	14.9%	9.9%	0.1%	3.3
Cc1ccn(C(CC(=O)c2ccc(Br)cc2)C(=O)O)n1 (stereo not drawn)	-19.9%	-12.0	i	16.3%	9.7%	-6.8%	0.0%	5.2%	-3.4
CCN(CC)C(=O)[C@H]1C[C@H](CC(=O)NCCCOC)C(=O)N2CCc3c([nH]c4cc(-c5ccco5)ccc34)[C@]12C	18.5%	19.0	-8.1%	-0.4%	0.0%	0.5%	-0.6%	0.6%	6.0
CCn1c(SCC(=O)NCc2ccco2)nc2cccnc21	4.2%	4.0	i	-1.7%	-2.4%	7.1%	10.7%	6.8%	-1.8
COc1cc(-c2noc(CSc3nc(-c4ccccc4)cc(=O)[nH]3)n2)cc(OC)c1OC	1.0%	nt	i	nt	8.6%	nt	18.3%	-15.9%	2.6
O=C(CCn1nc(-c2ccc(Cl)cc2)ccc1=O)N1CCOCC1	6.8%	24.8	i	-4.1%	0.4%	1.0%	9.5%	0.3%	-0.5
CN(C(=O)c1ccccc1C(=O)OCC(=O)c1ccc(F)c(F)c1)C1CCCCC1	8.8%	3.5	-30.0%[inhibitor]	-0.8%	?	-2.3%	?	-16.7%	4.4
CN1CCN(C(=O)CN(C)S(=O)(=O)c2cc(Cl)ccc2Cl)CC1	-8.2%	-13.2	i	-4.7%	2.5%	2.3%	3.1%	3.8%	-4.0
COCOCCn1cc(CN2CCS(=O)(=O)N(Cc3ccc(-c4ccc(OC)c(OC)c4)cc3)C(CC(C)C)C2=O)nn1 (stereo not drawn)	5.6%	8.3	-26.0%	10.7%	28.9%	18.6%	-2.9%	-20.8%	1.8
COc1ccc(NC(=O)CSc2nc3nc(C)cc(C)c3c(=O)[nH]2)cc1OC	-0.3%	-14.6	-6.2%	-0.9%	nt	2.1%	91.0%[activator]	18.2%	-24.6
O=C(Nc1nc(-c2ccc(S(=O)(=O)N3CCCC3)cc2)cs1)C1COc2ccccc2O1 (stereo not drawn)	26.9%	27.2	-19.4%	0.1%	?	-40.4%[inhibitor]	-26.2%	-7.6%	0.8
CCOC(=O)c1ccccc1NC(=O)Cn1c(-c2nonc2N)nc2ccccc21	0.0%	27.5	i	11.7%	1.46µM*	17.8%	-20.8%	-31.9%	-4.8
COc1ccc(Cn2cc(C(=O)c3ccc(OC)cc3)c(=O)c3cc4c(cc32)OCCO4)cc1	19.8%	nt	i	nt	-9.8%	nt	23.8%	-1.7%	7.8
COc1ccccc1NS(=O)(=O)c1cc(NC(=O)c2sc3cc(Cl)ccc3c2Cl)ccc1C	3.7%	25.6	-10.4%	5.9%	0.0%	-1.0%	-6.7%	0.8%	2.0
CSc1ccccc1NC(=O)c1cc(-c2cccnc2)nc2ccc(Br)cc12	23.3%	18.7	-10.7%	-6.9%	?	-3.4%	-12.4%	14.4%	4.2
O=C(Nc1ccc(F)c(Cl)c1)C1CC(=O)N(Cc2ccco2)C1 (stereo not drawn)	3.9%	-7.1	i	-11.9%	-8.2%	-0.9%	-22.4%	-11.7%	-5.1
CCCS(=O)(=O)N1CCN=C1SCc1cccnc1	0.2%	-7.5	i	-0.3%	9.4%	4.7%	4.0%	10.0%	-0.4
O=C(O)c1ccc(S(=O)(=O)NC2CCCCC2)cc1	-16.9%	-59.4*	i	5.6%	1.4%	-8.7%	8.3%	-2.7%	-0.2
CCOC(=O)c1sc(NC(=O)COc2ccccc2Cl)c(C(=O)OCC)c1C	8.0%	nt	-9.7%	nt	29.7%	nt	5.9%	13.4%	-12.5
Cc1ccc(-c2nn(C)c(=O)c3ccccc23)cc1CN1CCCCC1	-1.8%	8.7	i	-3.5%	-1.8%	21.0%	-2.7%	1.1%	-6.7

Source: PubChem (National Center for Advancing Translational Sciences (NCATS))
